Screening results from PubChem BioAssay.
ELG1 genotoxic – genotoxicity induction in ELG1-luciferase HEK293T cells; AID 504466; actives 1.3% (n = 330,000); Potency, µM (doses to about 46 µM), for inactives: at the highest dose activity change, positive = activation, most hits filed as activators; HEK293T ELG1-luciferase reporter, luminescence, 16 h; further: % of control where 0% means no effect; nearly all actives have a fitted effect of over 60% in size
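Genotoxicity was scored as increased ELG1-luciferase reporter signal, measured by ONE-Glo luminescence (30 min, room temperature). Compound or vehicle exposure of the HEK293T reporter cells lasted 16 hr at 37°C.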
uPA surface inh – blocks generation of uPA at the cell surface. cell surface uPA generation assay, qHTS. Potency, µM (doses to about 38.3 µM), inactives show top-dose activity change, negative = inhibition, hits mostly inhibitors. actives 0.31% (n = 330,000). AID 540303; active means well fitted inhibition curve with a large enough effect; inconclusive means small, poorly fitted or top-dose-only effect; inactive means no such curve, though single readings can be large or run the other way; tested in mouse RAW 264.7 cells; further: on the % scale 0 is the no-effect control and ±100 the full control effect; nearly all actives have a fitted effect of over 55% in size
VP16 counter – counter-screen for ROR gamma inhibitors: Gal4-VP16 reporter | Drosophila S2 Gal4-VP16 UAS-luciferase, luminescence, 20 h | Potency, µM (top dose mostly 53.6 µM), for the others: top-dose activity, negative = inhibition, hits mostly inhibitors | actives 3.5% (n = 310,000);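 further: Gal4-VP16 expression switched on by copper sulfate through the metallothionein promoter; on the % scale 0 is the no-effect control and ±100 the full control effect; nearly all actives have a fitted effect of over 50% in size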
RORg inh – blocks mouse ROR gamma transcriptional activity | P51450 | Drosophila S2 Gal4-RORgamma UAS-luciferase reporter, 20 h | Potency, µM (highest dose often 53.6 µM), for inactives: at the highest dose activity change, negative = inhibition, usual class: inhibitors | actives 5.4% (n = 310,000) | AID 2551; further: on the % scale 0 is the no-effect control and ±100 the full control effect; nearly all actives have a fitted effect of over 60% in size
Target sequence (P51450 whole entry, looked up, the tested form may be a part): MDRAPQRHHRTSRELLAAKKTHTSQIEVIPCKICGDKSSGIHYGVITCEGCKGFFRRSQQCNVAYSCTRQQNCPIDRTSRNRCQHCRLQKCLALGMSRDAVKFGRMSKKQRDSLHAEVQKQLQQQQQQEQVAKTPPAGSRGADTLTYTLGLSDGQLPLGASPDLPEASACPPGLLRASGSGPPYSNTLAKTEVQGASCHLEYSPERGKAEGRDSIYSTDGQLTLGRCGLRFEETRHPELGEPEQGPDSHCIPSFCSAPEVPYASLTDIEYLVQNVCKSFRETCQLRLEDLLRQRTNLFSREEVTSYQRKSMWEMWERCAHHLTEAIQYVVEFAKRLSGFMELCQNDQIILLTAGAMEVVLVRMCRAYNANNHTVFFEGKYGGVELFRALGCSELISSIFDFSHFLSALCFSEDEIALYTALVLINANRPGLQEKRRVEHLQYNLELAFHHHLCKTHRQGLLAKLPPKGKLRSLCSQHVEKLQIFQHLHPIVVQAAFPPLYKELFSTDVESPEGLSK
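Stable Schneider cell line, Gal4 DNA-binding domain fused to ROR gamma, UAS-luciferase. Cmpd 1 hr RT → CuSO4 700 uM final → 20 hr RT → luciferase reagent 10 min → luminescence.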
BRCA1 expr up – activators of BRCA1 expression | MCF7-BRCA1-FFLuc reporter, luminescence, 48 h; response scale: scaled: vehicle 0%, 10 µM genistein 100% | Potency, µM (top dose mostly 46.1 µM), inactives show top-dose activation, usual class: activators | actives 1.1% (n = 380,000) | AID 624202; further: nearly all actives have a fitted effect of over 80% in size; some results filed as inactive show a strong effect at the top dose
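Compounds are tested at multiple concentrations on MCF7 BRCA1-luciferase reporter cells seeded at 2000 per well; after 48 h, a single luminescence end-point is taken and curves fitted to the normalized data.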
NPC1 promoter act – NPC1 promoter activation; Huh7 NPC1 promoter luciferase reporter, 24 h; Potency, µM (series often up to 9.22 µM), without a hit: at the top dose activation, usual class: activators; actives 2.4% (n = 320,000);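 further: % of control where 0% means no effect; nearly all actives have a fitted effect of over 60% in size; reporter is driven by a mutant NPC1 promoter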
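Compounds in DMSO were transferred onto Huh7 NPC1-luciferase reporter cells pre-incubated 2 h; after 24 h at 37 °C, Amplite reagent was dispensed and luminescence recorded 10 min later.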
FLuc counter – counter-screen for miR-21 project: firefly luciferase inhibitors or activators. P08659. purified FLuc, Km substrates, luminescence inhibition. Potency, µM (highest dose often 57.5 µM), for the others: at the highest dose activity change, negative = inhibition, most hits filed as inhibitors. actives 6.9% (n = 360,000). AID 588342;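 further: plate controls were vehicle for no effect and reference inhibitor for full effect; nearly all actives have a fitted effect of over 55% in size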
Target sequence (P08659 whole entry, looked up): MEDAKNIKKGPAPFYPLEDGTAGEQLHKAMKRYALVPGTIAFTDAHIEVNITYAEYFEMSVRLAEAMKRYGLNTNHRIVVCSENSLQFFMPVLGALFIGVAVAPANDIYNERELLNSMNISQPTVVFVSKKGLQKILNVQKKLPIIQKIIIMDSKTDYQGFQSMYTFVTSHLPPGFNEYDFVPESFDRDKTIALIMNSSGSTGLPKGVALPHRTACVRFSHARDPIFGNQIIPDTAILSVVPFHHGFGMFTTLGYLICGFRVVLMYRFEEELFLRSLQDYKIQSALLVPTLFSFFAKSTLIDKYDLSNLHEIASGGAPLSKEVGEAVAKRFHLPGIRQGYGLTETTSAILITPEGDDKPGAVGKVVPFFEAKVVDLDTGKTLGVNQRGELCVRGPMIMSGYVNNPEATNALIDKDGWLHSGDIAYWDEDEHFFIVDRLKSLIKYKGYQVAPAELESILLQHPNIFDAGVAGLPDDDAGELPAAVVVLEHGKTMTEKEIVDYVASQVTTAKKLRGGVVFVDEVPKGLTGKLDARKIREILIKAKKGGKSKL
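Biochemical qHTS of compounds, final roughly 60 µM downward over six points, against 10 nM purified firefly luciferase using Km concentrations of substrates (10 uM D-luciferin, 10 uM ATP) in Tris acetate pH 7.5 buffer; luminescence output.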
MBNL1 CUG block – inhibitors of human MBNL1 binding to CUG repeat RNA. actives 0.036% (n = 280,000). AID 2675. Q9NR56. TR-FRET MBNL1-His/biotin-(CUG)12 binding, 665/545 ratio. Potency, µM (top dose mostly 57.5 µM), without a hit: top-dose activity change, negative = inhibition, actives largely listed as inhibitors; active means well fitted inhibition curve with a large enough effect in the signal ratio, with a control signal flat, not every such curve was filed as active; inconclusive means small, poorly fitted or top-dose-only effect, or effect the other way, or a change in a side signal; inactive means no such curve, though single readings can be large or run the other way; the % refers to the signal ratio; further: on the % scale 0 is the no-effect control and ±100 the full control effect
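MBNL1-His + Biotin-(CUG)12, cpd titration 92 nM–58 uM; Tb anti-His Ab 0.055 ng/ul, SA-XL665 5 nM (final); 60 min RT; ratiometric 665/545 nm, Ex 340 nm; normalized to buffer and full-complex controls.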
p53 reactivation – re-activators of mutant p53 | H1299 p53-A138V BP100-luciferase reporter, luminescence, 24 h | Potency, µM (series often up to 92.2 µM), inactives show at the highest dose activity change, positive = activation, actives largely listed as activators | actives 0.063% (n = 320,000); further: % of control where 0% means no effect; nearly all actives have a fitted effect of over 45% in size
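p53-null H1299 cells stably carrying temperature-sensitive p53-A138V and a BP100-luciferase reporter were pinned with compounds (4-point, 1:5 series) and held 24 hrs at 37 deg C. Luminescence was read 10 min after detection reagent.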
Rab9 promoter act – activators of Rab9 promoter | actives 2.8% (n = 320,000) | Huh7 Rab9 promoter-luciferase reporter, luminescence, 24 h | AID 485297 | Potency, µM (top dose mostly 9.22 µM), for inactives: top-dose activation, negative = inhibition, most hits filed as activators; further: % of control where 0% means no effect; nearly all actives have a fitted effect of over 60% in size
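Using Huh7 cells stably transfected with Rab9 promoter–luciferase, compounds were incubated 24 h at 37 °C, 5% CO2; luciferase luminescence was read 10 min after reagent addition.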
Active calls of the source: *; ? = inconclusive; . = not tested or not shown; & = joins results of further samples; [ ] = dose if it differs, or a comment. Unless noted, the call rests on the fitted dose curve; in most records, active means well fitted curve in the direction sought with a large enough effect; inconclusive means small, poorly fitted or top-dose-only effect, or another doubt; inactive means no such curve, though single readings can be large; an effect the other way counts as inactive or inconclusive. Potency means the concentration at half of the fitted maximal effect. This is a random part of the collection. Share with any hit: about 13%.

SMILES | ELG1 genotoxic | uPA surface inh | VP16 counter | RORg inh | BRCA1 expr up | NPC1 promoter act | FLuc counter | MBNL1 CUG block | p53 reactivation | Rab9 promoter act
O=S(=O)(Nc1ccccc1F)c1ccc2nsnc2c1 | -5.4% | 3.3% | -1.7% | -14.2% | 6.1% | -1.2% | -1.5% | ? | -10.9% | 9.7%
O=C(Nc1ccc2oc(-c3ccncc3)nc2c1)c1ccco1 | -5.9% | 1.7% | 4.2% | 13.2% | ? | 19.8% | ? | 5.3% | 14.6% | 29.9%
CCNc1nc(NCC)n2c(SCC(=O)Nc3ccc(NC(C)=O)cc3)nnc2n1 | 14.6% | 5.1% | . | . | -11.6% | 0.7% | 1.9% | . | 7.3% | 0.4%
Cn1cc(Br)c(C(=O)Nc2sc3c(c2C(N)=O)CCC3)n1 | 12.1% | -4.7% | 1.6% | 35.5% | 70.5% | 22.4% | 10.7µM* | 14.6% | 13.4% | 17.7%
COc1cc(C(=O)NC(=S)N(C)Cc2ccccc2)cc(OC)c1OC | -1.2% | 2.4% | 3.55µM* | 0.562µM* | -21.8% | -0.3% | -3.1% | -4.3% | -7.9% | -5.4%
COC(=O)c1ccc(CNC(=O)CNC(=O)c2sc3ccccc3c2Cl)cc1 | 13.5% | -2.5% | . | . | -11.6% | 0.1% | 0.4% | . | -7.0% | -6.7%
CCCC(C)C(=O)NCc1ccc2c(c1)OCO2 (stereo unspecified) | -2.7% | -6.8% | 3.9% | 0.1% | 0.6% | 1.7% | -2.5% | 0.5% | 3.7% | -4.4%
CCOC(=O)C1CCN(C(=O)CN(c2ccc(OC)cc2)S(=O)(=O)c2c(C)nn(C)c2C)CC1 | -0.4% | 1.7% | -1.5% | -21.4% | 5.1% | -2.9% | 5.7% | -7.6% | -1.9% | 1.3%
COc1ccc(NC(=O)c2cccnc2NCCc2ccccc2)cc1 | 0.4% | 1.3% | -1.7% | ? | -17.4% | -1.7% | ? | . | 9.7% | -2.2%
CCC(Sc1nc2ccncc2[nH]1)C(=O)Nc1ccc(C)c(Cl)c1 (stereo unspecified) | 0.4% | -4.3% | 0.1% | -14.1% | -19.9% | -4.3% | 2.5% | 2.2% | . | -0.3%
O=C(COC(=O)c1ccc(Cl)c(S(=O)(=O)N2CCCCC2)c1)NCC1CCCO1 (stereo unspecified) | -4.7% | -11.7% | -0.8% | 15.9% | -0.4% | -0.6% | -7.7% | -2.3% | 5.2% | -3.1%
CC[N+](C)(CC)CC(=O)OCC1C(C)C=C(C)CC1C (stereo unspecified) | -3.8% | 4.7% | 0.4% | 3.3% | 1.5% | -15.1% | 1.4% | -2.9% | 0.7% | -6.8%
COc1ccc(OC)c(NC(=O)CCNS(=O)(=O)c2cccc3nonc23)c1 | -5.6% | 1.7% | 7.0% | -18.9% | 25.5% | 0.3% | 0.8% | ? | -1.6% | -0.6%
O=[N+]([O-])c1cccc(/C([O-])=C(/C(=S)Nc2ccccc2)[n+]2ccccc2)c1 | 0.7% | 2.4% | ? | -29.1% | -51.7% | 10.6% | -15.2% | ? | 15.4% | 12.8%
CCc1ccc(CNC(=O)C2CCN(c3nnc(C)c4c(C)n(-c5ccc(C)cc5)nc34)CC2)cc1 | ? | ? | ? | ? | -58.7% | -4.1% | 1.2%&0.2% | 8.2% | -38.5%[inhibitor] | -11.8%
Cc1ccc(C(=O)Nc2nnc(-c3ccncc3)o2)cc1 | 10.4% | -1.2% | 5.3% | -0.3% | 0.0% | 21.2% | ? | -4.9% | 2.6% | ?
Cc1ccc(SCCC(=O)NCCSCc2ccco2)cc1 | -2.9% | -0.3% | -20.3% | 24.8% | 0.0% | 1.7% | -11.0% | 0.0% | 17.9% | 2.1%
Cc1c(C)n2c(SCC(=O)N3CCN(c4ccccc4)CC3)nnc2[nH]c1=O | -1.5% | 1.4% | . | . | 1.2% | -1.0% | 1.2% | . | 5.3% | -3.0%
O=C(NCc1ccco1)c1ccccc1Nc1ccc(F)cc1 | 0.6% | -0.5% | 0.8% | ? | 24.6% | -2.7% | -3.9% | -11.4% | -5.2% | -5.8%[1.84 µM]
CC(C)CN(C(=O)c1cccs1)C1CCS(=O)(=O)C1 (stereo unspecified) | 3.1% | 2.3% | . | . | 1.1% | -0.8% | -2.0% | . | -4.8% | 1.5%
CCn1nc(C)c(NS(=O)(=O)c2ccccc2)c1C | -2.7% | -5.6% | -1.3% | 22.3% | -4.1% | -2.8% | 0.9% | -8.5% | -1.7% | -5.2%
Cc1c(O)c(CN2CCCC2)cc2c3c(c(=O)oc12)CCC3 | -1.9% | 10.0% | 3.4% | -15.0% | -2.2% | -2.9% | 3.4% | 9.8% | 3.3% | -6.8%
Cc1cc(NC(=O)c2ccco2)c(=O)n(Cc2cccc(C(F)(F)F)c2)c1 | -5.5% | 3.3% | 1.2% | -0.1% | -17.0% | 0.4% | ? | 1.1% | -3.8% | 0.5%
CNC(=S)N(CCc1ccc(OC)c(OC)c1)Cc1cc2c(C)cc(C)cc2[nH]c1=O | -1.6% | -1.0% | 12.9% | -6.6%[10 µM] | -18.4% | -5.8% | 3.5% | . | -1.5% | -4.4%
O=C1CCN(C(=O)c2ccccc2)C2CCCCC12 (stereo unspecified) | 0.2% | -5.4% | 6.2% | 9.9% | 5.0% | 0.8% | -1.3% | -3.4% | -8.2% | 2.1%

Carrying on:
SMILES | ELG1 genotoxic | uPA surface inh | VP16 counter | RORg inh | BRCA1 expr up | NPC1 promoter act | FLuc counter | MBNL1 CUG block | p53 reactivation | Rab9 promoter act
Cc1ccc2cc(C(=O)O)c(C)nc2c1 | 4.0% | 3.8% | 5.7% | -27.4% | -13.8% | -2.4% | -1.6% | 4.4% | 10.8% | -17.6%
COc1ccc(C(=O)C2CCCN(Cc3c(F)ccc(F)c3F)C2)c(OC)c1 (stereo unspecified) | -7.9% | 3.9% | 8.7% | -3.6% | -21.7% | -1.7% | 1.1% | 0.9% | . | -1.9%
CC(OC(=O)c1cc(S(=O)(=O)N2CCOCC2)ccc1F)C(=O)NC1CCCCC1C (stereo unspecified) | -0.5% | -4.5% | -2.3% | -10.9% | -3.0% | -3.3% | 5.2% | 1.1% | -8.2% | 0.1%
Cc1cccc(NS(=O)(=O)c2cc3c4c(c2)CC(=O)N4CCC3)c1C | -5.4% | 2.3% | -3.1% | 16.8% | -3.2% | 0.4% | -0.6% | -0.7% | -14.2% | -5.1%
CCOC(=O)CC(=O)Nc1nnc(CC(C)C)s1 | 0.7% | -4.2% | 13.7% | 14.2% | 9.1% | 0.2% | -2.3%[2.3 µM] | -3.3% | -1.0% | -4.3%
Cc1nc(C)c(-c2ccnc(/N=C/NO)n2)s1 | 4.0% | -9.6% | -4.1% | 7.2% | -21.7% | 4.1% | -12.2% | 2.9% | 1.8% | -10.9%
Nc1nc(SCC(=O)Nc2ccc(Cl)c([N+](=O)[O-])c2)n[nH]1 | 0.6% | -0.7% | . | . | 7.6% | -0.9% | -12.4% | . | 4.3% | -2.6%
c1ccc(-c2ccc(CNC3CC3)cc2)cc1 | 1.6% | 4.0% | 3.3% | 8.8% | 82.6% | -0.3% | ? | -1.7% | 4.2% | ?
N#C/C(=C\c1ccc(C(=O)O)cc1)S(=O)(=O)c1cc(Br)ccc1Br | -1.7% | -3.4% | -0.9% | 14.9% | -3.8% | 2.9% | ? | . | -0.2% | -6.7%
N#C/C(=C/c1ccc(N2CCOCC2)o1)c1nc2ccccc2[nH]1 | 2.31µM* | -14.8% | ? | -80.2% | ? | 3.55µM* | 0.536µM* | ? | . | 1µM*
Cc1cc(N/N=C/c2ccc(Cl)cc2Cl)nc(NCc2ccccc2)n1 | -9.2% | -4.6% | ? | ? | -77.9% | -9.3% | ? | -12.2% | 2.7% | -10.4%
Cc1nnc(SCC(=O)Nc2ccccc2C(=O)NC2CC2)s1 | -0.1% | -0.9% | -0.6% | -39.6% | -7.5% | -3.1% | -2.4% | -7.9% | -7.4% | -1.4%
CC(=NCc1ccco1)c1c(C(F)(F)F)[nH]n(-c2nc3ccccc3s2)c1=O | 2.59µM* | -7.0% | -0.4% | 35.1% | ? | 2.24µM* | 7.57µM* | -1.5% | 29.4% | 2µM*
Cc1cc2ncn(CC(O)COC3CCCCC3)c2cc1C (stereo unspecified) | -1.4% | -1.4% | -2.6% | 38.6% | -16.4% | -2.5% | 4.0% | 4.7% | 3.1% | 5.5%
COc1ccc([C@H]2CC(=O)C=C(c3cccc(CO)c3)C2)cc1 | 0.8% | -6.2% | . | . | 6.1% | -2.6% | 5.4% | . | -0.6% | -2.8%
CCOc1ccccc1NC(=O)CN(c1ccc(OC)cc1)S(=O)(=O)c1c(C)[nH]c(=O)[nH]c1=O | 1.0% | 11.6% | -6.0% | -23.3% | -0.9% | -2.0% | -0.2% | -3.5% | 4.7% | 0.3%

Rab9 promoter act: what is marked active above
SMILES | uPA surface inh | RORg inh | NPC1 promoter act | p53 reactivation | Rab9 promoter act
N#C/C(=C/c1ccc(N2CCOCC2)o1)c1nc2ccccc2[nH]1 | -14.8% | -80.2% | 3.55µM* | . | 1µM*
CC(=NCc1ccco1)c1c(C(F)(F)F)[nH]n(-c2nc3ccccc3s2)c1=O | -7.0% | 35.1% | 2.24µM* | 29.4% | 2µM*
